CHT inh: inhibitors of human choline transporter CHT; AID 488975, 2010; B-score at 10 µM; 0.86% of 310,000 active; CHT-expressing cells, membrane potential dye, choline response; active compounds read low;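 active = B-score over 3 SD under the library average, and starting fluorescence ratio not unusually high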;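 note: choline stimulus applied at its EC90 after an EC20 pre-addition; B-score computed on integrated fluorescence ratio after choline addition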
Target sequence (Q9GZV3 whole entry, looked up): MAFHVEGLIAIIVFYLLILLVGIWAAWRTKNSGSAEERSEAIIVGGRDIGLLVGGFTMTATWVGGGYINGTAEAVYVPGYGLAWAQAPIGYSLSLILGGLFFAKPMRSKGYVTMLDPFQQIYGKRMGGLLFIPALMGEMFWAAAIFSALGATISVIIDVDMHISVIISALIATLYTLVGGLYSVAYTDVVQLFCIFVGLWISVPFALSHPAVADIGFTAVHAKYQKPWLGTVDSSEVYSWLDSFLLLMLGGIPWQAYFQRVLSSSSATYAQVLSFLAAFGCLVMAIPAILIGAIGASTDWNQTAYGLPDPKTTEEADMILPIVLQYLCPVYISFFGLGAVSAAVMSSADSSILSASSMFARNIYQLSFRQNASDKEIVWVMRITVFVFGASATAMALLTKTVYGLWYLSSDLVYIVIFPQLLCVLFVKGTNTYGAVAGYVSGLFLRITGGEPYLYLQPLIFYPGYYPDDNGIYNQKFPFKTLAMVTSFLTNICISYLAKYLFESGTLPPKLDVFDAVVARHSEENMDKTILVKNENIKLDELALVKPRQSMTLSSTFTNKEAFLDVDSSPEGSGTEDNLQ
Kir21 block: inhibitors of mouse Kir2.1 inward-rectifier potassium channel | 0.85% of 310,000 active | Inward rectifier potassium channel 2 (Mus musculus), P35561 | AID 1672, 2009 | B-score at 10 µM | HEK293-Kir2.1, FluxOR thallium flux fluorescence; active compounds read low;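 active = fluorescence ratio B-score at or below minus 3 SD of library scores, with starting-brightness B-score within 2 SD, cut at about -4.2 in these data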;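 note: channel flux triggered by added potassium and thallium sulfate stimulus; B-score of peak minus minimum fluorescence over baseline after thallium stimulus; more negative B-score means stronger Kir2.1 block with less thallium influx; some compounds called inactive have numbers as strong as hits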
Target sequence (P35561 whole entry, looked up): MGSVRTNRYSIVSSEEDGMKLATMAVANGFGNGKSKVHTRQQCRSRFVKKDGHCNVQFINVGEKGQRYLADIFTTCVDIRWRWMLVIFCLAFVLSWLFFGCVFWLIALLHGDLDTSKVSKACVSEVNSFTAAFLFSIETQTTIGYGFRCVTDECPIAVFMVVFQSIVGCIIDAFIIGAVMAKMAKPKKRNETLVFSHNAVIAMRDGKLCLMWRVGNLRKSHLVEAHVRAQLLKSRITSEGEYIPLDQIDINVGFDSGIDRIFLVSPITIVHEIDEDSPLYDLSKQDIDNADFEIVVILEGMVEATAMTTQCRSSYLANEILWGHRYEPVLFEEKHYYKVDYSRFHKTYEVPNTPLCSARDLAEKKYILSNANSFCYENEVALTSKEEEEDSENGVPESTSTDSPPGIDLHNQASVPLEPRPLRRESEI
Numbers without * were called inactive; i = inactive; / = not tested or not shown.

Preview:
nr	mol	CHT inh	Kir21 block
1	OCCN(CCO)CC(O)COc1ccc2c(c1)OCO2 (stereo not given)	i	0.89
2	O=C(Nc1ccc(Oc2ccccc2)cc1)c1cnc2n(c1=O)CCS2	i	0.68
3	COc1cc(CC(=O)OCC(=O)NC2CCCCC2)cc(OC)c1OC	i	-0.45

Results, from the start:
nr	mol	CHT inh	Kir21 block
1	OCCN(CCO)CC(O)COc1ccc2c(c1)OCO2 (stereo not given)	i	0.89
2	O=C(Nc1ccc(Oc2ccccc2)cc1)c1cnc2n(c1=O)CCS2	i	0.68
3	COc1cc(CC(=O)OCC(=O)NC2CCCCC2)cc(OC)c1OC	i	-0.45
4	O=C(O)c1ccccc1C(=O)N1CCN(C(=O)c2ccccc2Cl)CC1	i	1.1
5	CCc1c(O)c(/C(C)=N\O)c(=O)n(-c2ccccc2)c1-c1ccccc1	i	-1.2
6	CCOc1ccccc1C1C(C#N)=C(SCC(=O)OC)NC(=O)C1C(=O)OC (stereo not given)	i	2
7	Cc1ccccc1NC(=O)C1Cc2ccccc2CN1C(=O)OCc1ccccc1 (stereo not given)	i	-0.01
8	CCOC(=O)c1sc(NNC(=O)c2ccc(C)cc2)nc1C	i	1.5
9	COc1ccc(C(=O)Nc2ccc(C)cc2C(=O)c2ccccc2)c(OC)c1	i	0.46
10	Cc1c(N2C(=O)c3cccc4cccc(c34)C2=O)c(=O)n(-c2ccccc2)n1C	i	2
11	CCCn1c(C2CCCN2c2nc(-c3ccc(C)cc3)cs2)nc2cc(Cl)c(N3CCCCC3)cc21 (stereo not given)	i	-0.46
12	O=C(N/N=C/c1ccc2c(c1)OCO2)c1cc(-c2ccncc2)nc2ccccc12	i	-0.19
13	Cc1ccc(C)c(Nc2ccc(C(=O)NCCc3ccccc3)cn2)c1	i	-0.04
14	COc1ccc(OC)c(-c2csc(CCn3nc(C)cc3C)n2)c1	i	0.1
15	CC(=O)c1c(C)nc(-c2ccccc2)nc1NC(=O)Cc1ccccc1	i	-0.36
16	COCCn1c(SCC(=O)Nc2nc3ccccc3s2)nnc1-c1ccoc1C	i	-2.6
17	COC(=O)c1[nH]c2ccc(C)cc2c1NC(=O)c1ccccc1[N+](=O)[O-]	i	2.4
18	COc1cccc(Nc2ncnc3c2cnn3-c2cccc(C)c2)c1	i	1.7
19	CCOC(=O)N1CCC(NC(=O)c2ccc(CO)c(C(=O)NC3CCN(C(=O)OCC)CC3)c2)CC1	i	1.1
20	CC(C)(C)c1nc(SCC(=O)NC2CCCC2)c2ccccc2n1	i	-1.4
21	COc1ccc(Cn2c(-c3ccccc3)nc3c(c(=O)c4ccccc4n3C)c2=O)cc1	i	1.5
22	CCOC(=O)c1sc(=NC(=O)COc2ccccc2)n(C)c1C	i	0.22
23	C=CCNC(=O)/C(=C\c1cccc([N+](=O)[O-])c1)NC(=O)c1ccccc1	i	-0.24
24	CCN(CC)c1ccc(/C=N/N2CCN(c3ccccc3OC)CC2)cc1	i	1.6
25	Cc1ccc(NC(=O)C(C)SCc2nc3sc4c(c3c(=O)[nH]2)CCCC4)nc1 (stereo not given)	i	-0.63
26	Fc1cccc(NC(=S)NCc2ccccn2)c1	i	0.14
27	CCCC(=O)Oc1c(S(=O)(=O)c2ccc(C)cc2)c(C)nn1C(C)(C)C	i	-0.02
28	CCOC(=O)C1CCCN(S(=O)(=O)c2c(C)[nH]c(C)c2C(=O)N2CCCC2)C1 (stereo not given)	i	-0.03
29	O=c1c(NCCc2ccc(Cl)cc2)c(-c2ccccc2)c1=O	i	0.21
30	CCCOc1ccccc1NC(=O)Nc1ccccc1Cl	i	-2

Values by screen from the list.
CHT inh for nos. 10–20 → i, i, i, i, i, i, i, i, i, i, i
Kir21 block for nos. 10–20 → 2, -0.46, -0.19, -0.04, 0.1, -0.36, -2.6, 2.4, 1.7, 1.1, -1.4

Next section
nr	mol	CHT inh	Kir21 block
31	COc1ccc(CCNC(=O)CSc2ccccn2)cc1	i	/
32	COc1ccc(CNC(=O)C2CCCN(S(=O)(=O)c3c(C)n[nH]c3C)C2)cc1 (stereo not given)	i	-1.7
33	CCCCNC(=O)COC(=O)c1ccc(NC(C)=O)cc1	i	0.92
34	O=C(NCCN1CCCC1)c1ccc2c(c1)N(Cc1ccccc1)C(=O)c1ccccc1S2(=O)=O	i	-0.87
35	COc1ccc(Nc2ncnc3c2cnn3Cc2ccccc2)cc1	i	1
36	C=CCn1c(SCc2cc(C(C)=O)ccc2OCC)nc2ccccc2c1=O	i	1.2
37	CCN(C(=O)COC(=O)c1ccccc1SCC(=O)NC1CCCCCCC1)C1CCS(=O)(=O)C1 (stereo not given)	i	0.96
38	COc1ccccc1N(CC(=O)NCc1ccco1)S(C)(=O)=O	i	-0.12
39	COc1ccccc1Nc1nc2cc(C)ccc2cc1C#N	i	-0.69
40	COc1ccc(N2CCN(C(CNC(=O)C(=O)NCc3cccnc3)c3ccco3)CC2)cc1 (stereo not given)	i	0.82
41	c1ccc2c(c1)[nH]c1nc3nncn3nc12	i	0.23
42	O=C(Nc1ccc(N2CCOCC2)c(Cl)c1)c1cccnc1	i	1.4
43	C/C(=N\NC(=O)CSc1nc(C)cc(C)n1)c1cccs1	i	0.8
44	O=C(NCCN1CCCCCC1)c1ccc(CS(=O)(=O)c2ccc(Br)cc2)o1	i	-1.4
45	O=C(CSc1nc2c(sc3ccccc32)c(=O)n1Cc1ccco1)NCC1CCCO1 (stereo not given)	i	1.1
46	Cc1ccc(-c2csc3ncnc(N4CCc5ccccc5C4)c23)cc1	i	-0.8
47	O=C(COC(=O)C1CC(O)CN1S(=O)(=O)c1ccc(Cl)cc1)c1ccccc1 (stereo not given)	i	0.32
48	COc1cccc(N2CCN(CC(=O)NCc3cccs3)CC2)c1	i	-0.03
49	COc1cc(C(C2C(=O)CC(C)(C)CC2=O)C2C(=O)CC(C)(C)CC2=O)ccc1O	i	3.8
50	CCS(=O)(=O)Nc1ccc(C(=O)CC2(O)C(=O)Nc3ccc(Br)cc32)cc1 (stereo not given)	i	0.05
51	CN(C(=O)CSc1nc2ccccc2s1)c1c(N)n(Cc2ccccc2)c(=O)[nH]c1=O	i	-1.8
52	COc1cc(/C=C2/N=C(c3ccccc3F)OC2=O)cc(Cl)c1OS(C)(=O)=O	i	0.06
53	Cn1c(SCc2cccc(Br)c2)nnc1-c1ccncc1	i	0.29
54	CC(C)N1CCC2(CC1)Oc1ccc(Br)cc1C1CC(c3cccnc3)=NN12 (stereo not given)	i	0.62
55	COC(=O)Cc1c(C)c2ccc(OCC(=O)N3CCC(C)CC3)c(C)c2oc1=O	i	0.14
56	CCOc1ccc(S(=O)(=O)N2CCOCC2)cc1NC(=O)CN1C(=O)NC(CC)(c2ccccc2)C1=O (stereo not given)	i	-0.5
57	O=C(CSc1nccn1-c1ccccc1)N1CCc2ccccc21	i	-3.2
58	COc1ccc(C(=O)Nc2nc3ccc4nc(C)sc4c3s2)cc1	i	-0.05
59	CC1(C)Cc2nc3nc(SCC(=O)NCCc4ccccc4)n(-c4ccccc4)c(=O)c3cc2CO1	i	-1.6
60	CC(C)N(CCCNC(=O)C1CCN(S(=O)(=O)N2CCOCC2)CC1)Cc1ccccc1	i	0.87
61	Cc1nc(N2CCOCC2)c2c(C)c(C(=O)Nc3ccccc3Cl)sc2n1	i	-0.67
62	Cc1ccc(OCCNC(=O)c2cc(=O)[nH]c3ccccc23)cc1	i	1.3
63	OC(COc1ccccc1Cl)CN1CCN(CC(O)COc2ccccc2Cl)CC1 (stereo not given)	i	-1.4
64	COCCN1C(=O)c2oc3c(C)cc(C)cc3c(=O)c2C1c1cccc(O)c1 (stereo not given)	i	-0.25
65	COc1ccccc1CC(=O)NCCc1ccccc1	i	0
66	O=[N+]([O-])c1cccc(/C=N\N2CCN(c3ccc(Cl)cc3)CC2)c1	i	-0.88
67	CC(c1ccon1)N(C)C(=O)c1ccc2nc(Cc3cccc(Cl)c3)oc2c1 (stereo not given)	i	-0.27
68	COc1ccc(Cn2c(=S)[nH]c3cc(OC)c(OC)cc3c2=O)cc1	i	-1.4
69	CC(NC(=O)CN(C)S(=O)(=O)c1cnc[nH]1)c1ccccc1 (stereo not given)	i	0.22
70	NC(=O)CSc1nnc2ccc(-c3ccc(F)cc3)nn12	i	0.96
71	Cn1c(=O)c2cc(S(=O)(=O)N3CCOCC3)ccc2n(C)c1=O	i	1.2
72	COC1CCCN(C(=O)c2ccc3oc(Cc4ccc(Cl)cc4)nc3c2)C1 (stereo not given)	i	0.84
73	CC(C)c1ccc(C(=O)NNC(=O)c2ccncc2)cc1	i	1.2
74	COc1ccc(NC(=O)C2CCN(S(C)(=O)=O)CC2)cc1OC	i	-0.58
75	CCN(CC)C(=O)COc1ccc2oc(-c3ccco3)cc(=O)c2c1	i	0.89

Ordered by number of heavy atoms (low to high): part of the list above
nr	mol	CHT inh	Kir21 block
65	COc1ccccc1CC(=O)NCCc1ccccc1	i	0
70	NC(=O)CSc1nnc2ccc(-c3ccc(F)cc3)nn12	i	0.96
69	CC(NC(=O)CN(C)S(=O)(=O)c1cnc[nH]1)c1ccccc1 (stereo not given)	i	0.22

Other records
nr	mol	CHT inh	Kir21 block
76	Brc1ccccc1C1CC(c2ccccc2)=Nc2ccccc2N1 (stereo not given)	i	-0.79
77	CC(=NCc1ccco1)C1=C(O)c2ccccc2C1=O	i	-0.56
78	Cc1ccc(NC(=O)c2ccc3[nH]c(=O)c(=O)[nH]c3c2)nc1	i	1.6
79	COc1ccc(C)cc1-n1nnnc1SCn1nnc2ccccc2c1=O	i	0.95
80	O=C(c1ccccc1)c1c[nH]c(C(=O)C(Cl)(Cl)Cl)c1	i	-0.78
81	CC(C)(C)c1ccc(OCC(=O)N/N=C/c2cc(Br)ccc2OC(=O)c2ccco2)cc1	i	-0.32
82	CCOc1ccccc1N(CC(=O)Nc1ccc(S(=O)(=O)N2CCOCC2)cc1)S(=O)(=O)c1ccccc1	i	0.03
83	CN1CCN(CC(O)COC(c2ccc(Cl)cc2)c2ccc(Cl)cc2)CC1 (stereo not given)	i	-1.3
84	Cc1ccc(C(=O)/C=C/c2ccc(-c3ccccc3[N+](=O)[O-])o2)cc1	i	0.1
85	COCCNC(=O)c1ccc(NC(=O)C2(c3ccccc3)CCCC2)cc1	i	0.17
86	O=C(COC(=O)C1CCN(c2ccc(C(F)(F)F)cn2)CC1)Nc1cc(F)ccc1F	i	0.18
87	CN(C)c1cc[n+](CC(=O)Nc2cccc([N+](=O)[O-])c2)cc1	i	-0.7
88	COc1ccc(-c2nnc(SCC(=O)N3CCOCC3)o2)cc1	i	0.38
89	COc1cccc(CNC(=O)CCC2CCCN(C(=O)c3ccc(C)nc3)C2)c1 (stereo not given)	i	1.8
90	Cc1cc(S(=O)(=O)N2CCC3(CC2)OCCN3S(=O)(=O)c2cccs2)ccc1F	i	-0.24
91	CC(=O)c1ccc(OCC(=O)NCC2(N3CCCCC3)CCCCC2)cc1	i	-0.12
92	COc1ccc(OC)c(Cc2nnc(CCC(=O)NCc3nc4ccccc4s3)o2)c1	i	0.46
93	Cc1ccc(-c2nc(NCc3ccc(F)cc3)n(S(C)(=O)=O)n2)cc1	i	1.4
94	CCOC(=O)N1CCC(N2CC34C=CC(O3)C(C(=O)Nc3ccc(F)cc3)C4C2=O)CC1 (stereo not given)	i	-0.33
95	CCOC(=O)c1cccc(NC(=O)c2c(NCc3ccccc3)[nH]c(=O)[nH]c2=O)c1	i	-0.36
96	O=C(CNC(=O)c1ccc(Br)o1)NCc1ccccc1Cl	i	0.92
97	CCOC(=O)CCc1c(C)c2ccc(OCc3nn[nH]n3)c(C)c2oc1=O	i	0.03
98	Cc1c(CCOC(=O)c2cc([N+](=O)[O-])cc([N+](=O)[O-])c2)sc[n+]1CC(=O)c1ccccc1	i	-0.01
99	NC(=O)Cc1nc2scc(-c3ccccc3)c2c(=O)[nH]1	i	0.03
100	Cc1cccc(OCC(=O)NC(=S)N2CCCc3ccccc32)c1	i	-2.6
101	Cn1c(=O)c2c(SCC(=O)N3CCOCC3)nc(-c3ccccc3F)nc2n(C)c1=O	i	0
102	CC(=O)Nc1nc(SCC(=O)NCc2ccc(F)cc2)[nH]c(=O)c1NC(=O)c1cccs1	i	1.5
103	COCC(C)OC(=O)C(C#N)c1nc2ccccc2nc1N1CCN(Cc2ccccc2)CC1 (stereo not given)	i	0.78
104	Cc1ccc(COn2c(-c3ccc(Cl)cc3Cl)nc3ncccc32)cc1	i	-5.1*
105	Cc1cc(C)cc(N(CC(=O)NC2CCCC2)C(=O)CNC(=O)c2cccs2)c1	i	1.3
106	CCOc1ccccc1NC(=O)c1ccccc1-c1nc(-c2ccccc2)no1	i	-0.81
107	Cc1ccc(-n2nc(C)c3c(C)c(CCC(=O)NCc4ccccc4)c(C)nc32)cc1	i	0.54
108	Cc1ccc(OCC(=O)N(Cc2cccc(Cl)c2)C2CCS(=O)(=O)C2)cc1C (stereo not given)	i	-0.86
109	O=C(CCn1c2c(c3ccccc31)CCCC2)NNC(=O)c1cccc([N+](=O)[O-])c1	i	0.05
110	CN1CCN(C2=C(Cl)C(=O)C(c3cnc(N4CCCCC4)s3)=C(Cl)C2=O)CC1	i	-1.8
111	O=C(Nc1cc(C(=O)Nc2ccccc2C(=O)O)cc(C(=O)Nc2ccccc2C(=O)O)c1)c1ccccc1	i	0.72
112	CCn1c(C(=O)NCc2cccnc2)cc2sc(Cl)cc21	i	-0.03

High-throughput results as filed in PubChem BioAssay.
